Compound activity: PubChem, The Scripps Research Institute Molecular Screening Center
TEAD-YAP inh – TEAD-YAP interaction inhibition, primary screen, TEAD-YAP interaction inhibitor project, luminescence, HEK-TIYL cells; AID 1259422, 2018; inhibition, % at 9.12 µM; TEAD-Gal4/YAP UAS-luciferase luminescence; actives 1.4% (n = 640,000); in the data active means inhibition above about 32%;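 further: 0% = median of test compound wells and 100% = reference inhibitor wells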
GPR151 activ – activators of human GPR151, primary screen, cell-based, PathHunter beta-arrestin, luminescence; G-protein coupled receptor 151 (Homo sapiens), Q8TDV0; PathHunter beta-arrestin GPR151 cells; activation, % at 11.2 µM; actives 1% (n = 650,000); AID 1508602, 2020; in the data active means activation above about 4.9%;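 further: 0% = median of compound wells and 100% = cells with positive control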
Target sequence (Q8TDV0 whole entry, looked up): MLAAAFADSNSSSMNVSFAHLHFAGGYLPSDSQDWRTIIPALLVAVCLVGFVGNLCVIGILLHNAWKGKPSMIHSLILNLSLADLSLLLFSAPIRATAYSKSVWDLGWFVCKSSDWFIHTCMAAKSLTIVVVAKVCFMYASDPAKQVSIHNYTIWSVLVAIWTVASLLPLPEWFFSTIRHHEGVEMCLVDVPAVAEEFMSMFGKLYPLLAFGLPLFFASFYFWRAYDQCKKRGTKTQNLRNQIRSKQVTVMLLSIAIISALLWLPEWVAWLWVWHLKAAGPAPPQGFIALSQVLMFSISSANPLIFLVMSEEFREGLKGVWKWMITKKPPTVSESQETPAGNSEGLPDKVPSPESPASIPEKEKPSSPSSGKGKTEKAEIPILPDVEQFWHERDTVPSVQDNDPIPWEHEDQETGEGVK
FBW7 activator – FBW7 E3 ligase activators, primary screen, biochemical, AlphaScreen, human; AlphaScreen FBW7–phospho-cyclin E peptide binding, activator screen; actives 0.13% (n = 650,000); AID 1259310, 2017; F-box/WD repeat-containing protein 7 (Homo sapiens), Q969H0; normalized activity (activation), % at 26.1 µM; in the data active means normalized activity above about 1.9%;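 further: purified mutant Fbw7 with reduced substrate affinity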
Target sequence (Q969H0 whole entry, looked up): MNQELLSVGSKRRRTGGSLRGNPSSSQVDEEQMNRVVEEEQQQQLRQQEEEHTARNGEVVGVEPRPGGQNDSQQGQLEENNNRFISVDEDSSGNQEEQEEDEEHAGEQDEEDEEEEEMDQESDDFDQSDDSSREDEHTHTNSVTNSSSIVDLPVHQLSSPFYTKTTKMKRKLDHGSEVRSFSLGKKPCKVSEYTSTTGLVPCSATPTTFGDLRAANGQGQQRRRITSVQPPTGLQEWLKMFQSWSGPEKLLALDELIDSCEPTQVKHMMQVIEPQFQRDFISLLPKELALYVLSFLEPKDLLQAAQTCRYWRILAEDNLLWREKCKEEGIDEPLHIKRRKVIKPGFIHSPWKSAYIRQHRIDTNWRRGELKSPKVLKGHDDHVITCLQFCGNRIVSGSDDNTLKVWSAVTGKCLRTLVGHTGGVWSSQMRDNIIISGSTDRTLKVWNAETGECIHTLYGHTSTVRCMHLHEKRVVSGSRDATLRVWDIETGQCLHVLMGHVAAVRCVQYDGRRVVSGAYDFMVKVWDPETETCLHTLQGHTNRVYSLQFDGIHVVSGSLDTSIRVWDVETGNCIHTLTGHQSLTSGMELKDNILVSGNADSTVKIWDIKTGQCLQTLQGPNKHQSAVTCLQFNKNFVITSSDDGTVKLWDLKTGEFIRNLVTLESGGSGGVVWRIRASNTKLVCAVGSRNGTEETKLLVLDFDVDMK
MITF inh – MITF inhibitors, primary screen, biochemical, AlphaScreen, human; AlphaScreen MITF homodimerization, bead proximity signal; actives 0.91% (n = 650,000); inhibition, % at 2.6 µM; in the data active means inhibition above about 50%;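 further: 0% = vehicle wells with protein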
* hit, by the source's call; & = joins results of further samples.

SMILES	TEAD-YAP inh	GPR151 activ	FBW7 activator	MITF inh
CNC(=O)Cc1cn(Cc2ccccc2)c2ccccc12	-23	-1.4	0.1	3
O=c1c2ccccc2nnn1CCCOc1ccc(F)cc1	-39	-0.1	0.2	9
CC1CCC2C(=O)N(c3cccc(OC(=O)c4ccccc4)c3)C(=O)C2C1 (stereo not drawn)	11	0.3	-0.1	3
N#C/C(=C/c1cccc([N+](=O)[O-])c1)C(=O)Nc1ccccc1O	10	0.2	0.2	-2
CCOc1cc(-c2nc3ccccc3s2)ccc1O	-41	-0.2	0.0	6
O=C(CCCN1C(=O)c2ccccc2C1=O)N1CCN(c2ccc([N+](=O)[O-])cc2)CC1	3	-0.2	-0.2	-11
CC(C)(C)c1ccc(C(=O)Nc2ccc([N+](=O)[O-])cn2)cc1	-74	1.2	-0.1	-11
COc1cccc(NC(=O)C2CCCCC2)c1	-26	0.0	-0.3	-1
COC(=O)CSc1nc2c(cc1C#N)CCCCCC2	-41	0.7	-0.1	-7
Cc1ccc(-c2nc3cc(NC(=O)c4ccc(Br)cc4)ccc3o2)cc1	-3	0.3	-0.1	2
Nc1ccccc1SCC(=O)Nc1ccccc1	-8	0.4	0.3	13
C/C(CC(C)C)=N/Nc1ccccc1[N+](=O)[O-]	-26	0.6	-0.1	18
NC(=O)c1ccsc1NC(=O)COC(=O)COc1ccccc1Cc1ccccc1	-5	-0.1	-0.1	-13
CCOC(=O)c1c(-c2ccc(CC)cc2)csc1NC(=O)c1cccnc1	1	-1.8	-0.1	-9
Cc1ccccc1-c1cnnc(NCCCOc2cccnc2)n1	11	-0.1	0.3	17
COc1ccc2nc(Nc3sc4c(c3C(N)=O)CCCC4)sc2c1	-6	2.7	0.0	0
Cn1c(CSc2nc3ccccc3n2C)nc2ccccc21	-22	-0.7	-0.1	-2
O=C(COc1ccc(C(=O)c2ccc(F)cc2)cc1)Nc1ccc(N2CCOCC2)cc1	7	1.4	0.1	-16
CC1(C)Cc2cccc(OCC(=O)Nc3ccc(F)cc3F)c2O1	-7	0.0	0.0	-3
CCOC(=O)C1=C(C)N=c2s/c(=C\c3ccc(F)cc3)c(=O)n2C1c1cccc(OC)c1 (stereo not drawn)	-2	2.2	-0.1	2
Cc1cc(NC(=O)C(=O)NCc2ccccc2Cl)no1	4	-0.9	0.2	19
Cc1nc(N2CCCC(NCC3CCOCC3)CC2)nc2ccc(F)cc12 (stereo not drawn)	7	0.7	0.1	-7
Cc1cc(N2CCN(c3ccc([N+](=O)[O-])c4cccnc34)CC2)c2ccccc2n1	9	-0.3	0.4	11
C[N+](C)(CCCCC(=O)/C=N/O)Cc1ccccc1	10	-0.2	0.1	1
CCOC(=O)c1cn(C2CC2)c2c(F)c(F)c(F)cc2c1=O	-1	-0.4	-0.2	13

The list continues:
SMILES	TEAD-YAP inh	GPR151 activ	FBW7 activator	MITF inh
CCC(=O)N1c2ccccc2-c2nnc(SC)nc2OC1c1cc2c(cc1Cl)OCO2 (stereo not drawn)	1	1.8	0.1	9
Cc1ccc(S(=O)(=O)N(Cc2ccccc2C)c2ccc(Br)cc2C(=O)c2ccccc2)cc1	12	-1.1	0.0	-2
O=C(CCC(=O)c1ccccc1)OCC(=O)c1ccc([N+](=O)[O-])cc1	-4	-0.8	0.0	17
O=C(Nc1cccnc1)C1(c2cccs2)CCOCC1	-2	1.2	0.5	-6
CCn1c(=O)cc(SCC(=O)NC(C)CCc2ccccc2)c2ccccc21 (stereo not drawn)	19	0.8	-0.2	20
COc1cc(NC(=O)CC2OCCN(Cc3ccccc3)C2=O)cc(OC)c1 (stereo not drawn)	-4	1.3	-0.1	3
CCN1CCN(C(=O)C2CCCN(S(=O)(=O)c3ccc4c(c3)oc(=O)n4C)C2)CC1 (stereo not drawn)	-4	0.8	-0.1	6
C=CCn1c(SCc2cc3c(cc2Cl)OCO3)nnc1-c1ccco1	14	-1.1	-0.1	-1
O=C(c1c(F)cccc1F)N(c1ccc(Br)cc1)C1C=CS(=O)(=O)C1 (stereo not drawn)	3	2.4	0.0	11
CCc1nnc(NC=C2C(=O)OC(C)(C)OC2=O)s1	-2	2.3	0.2	23
NCCCC[C@@H]1NC(=O)[C@H]2CN(Cc3ccccc3F)CCN2C1=O	14	-1.6	-0.2	13
O=C(NCC(c1ccco1)N1CCOCC1)c1ccc(F)cc1 (stereo not drawn)	-5	5.4*	0.0	-10
Cc1ccc(S(=O)(=O)N2CN(S(=O)(=O)c3ccc(C)cc3)C3NC(=O)NC32)cc1 (stereo not drawn)	-3	0.9	-0.1	-11
Cc1cccc2cc(CN(Cc3ccc4c(c3)OCO4)C(=O)C3CC3)c3nnnn3c12	3	-0.8	0.0	-5
CC(CNC(=O)c1cc(COc2ccc3ncccc3c2)on1)c1ccccc1 (stereo not drawn)	22	-0.1	0.0	-12
Cc1ccc(NC(=O)CCc2nnc3ccc(NCc4ccc(Cl)cc4)nn23)cc1	-2	0.1	0.0	9
CN1CCN(Cc2ccc(O)c([N+](=O)[O-])c2)CC1	2	-0.9	0.0	-7
C=CCN(CC=C)S(=O)(=O)c1ccc(OC)c2ncccc12	-10	-0.1	0.1	2
CCCc1cc2c(=O)c(-c3nc4ccccc4s3)coc2cc1O	-11	2.3	0.0	-3
CCC(Sc1nc2cc3c(cc2c(=O)n1CCCCCC(=O)NCc1ccc(OC)cc1)OCO3)C(=O)NCc1ccco1 (stereo not drawn)	0	5.0*	0.0	0
COc1ccc(-c2nc3ccc(Cl)cc3nc2-c2ccc(OC)cc2)cc1	13	2.8	0.0	-2
CCCn1c(=O)n(C)c(=O)c2c(SCC(=O)/C(C#N)=C(\C)N)nc(C(C)(C)C)nc21	-2	1.8	0.0	-6
COc1ccccc1/C=C/C(=O)c1ccco1	-45	-1.6	0.1	10
O=C(NC(c1ccc([N+](=O)[O-])cc1)c1cc(Cl)c2cccnc2c1O)c1cccnc1 (stereo not drawn)	10	0.8	-0.3	10
O=C1NC(=O)N(c2ccccc2)C(=O)/C1=C\c1ccc(-c2ccc([N+](=O)[O-])cc2)o1	-4	-0.7	-0.1	2

New compounds follow
SMILES	TEAD-YAP inh	GPR151 activ	FBW7 activator	MITF inh
Cc1ccc(C)c(N2CCN(C(=O)C3CCCN(S(=O)(=O)c4cnc[nH]4)C3)CC2)c1 (stereo not drawn)	-2	-0.5	-0.1	-6
CCCCN(CCCC)S(=O)(=O)c1coc(C(N)=O)c1	0	-0.2	0.3	-9
COC(=O)c1cc(S(=O)(=O)N2CCN(C3CCCCC3)CC2)cn1C	4	-0.2	-0.2	-6
COc1cc(NS(=O)(=O)c2ccc(F)cc2C)cc(OC)c1	3	0.6	-0.1	0
CC(C)C(C(=O)O)N1C(=O)C2C3C=CC(C3)C2C1=O (stereo not drawn)	6	1.1	0.0	6
COC(=O)c1c(C)oc2c1cc(NS(=O)(=O)c1cccc3cccnc13)c1ccccc12	-2	3.9	0.1	-15
CCOC(=O)N1CCC(NC(=O)CCC(=O)N2CCOc3ccccc32)CC1	3	0.7	0.4	10
CCOC(=O)c1c(NC(=O)CC(NC(=O)c2ccccc2)c2ccccc2)sc2c1CCCC2 (stereo not drawn)	-8	0.4	0.0	-4
CCn1c(N/N=C/c2ccc(Br)cc2)nc2c1c(=O)n(C)c(=O)n2C	11	1.0	0.2	11
CN(C)C(=S)NC(=O)c1ccc(C(C)(C)C)cc1	-48	-1.1	0.1	-6
CCCC(=O)Nc1cc(C)c(NC(=O)C(C)(C)C)cn1	2	-0.4	0.8	-7
O=C(c1cccc(Br)c1)N1CCN(S(=O)(=O)c2ccc(F)cc2)CC1	9	2.5	-0.1	8
COc1cc(CN2CCNC(=O)C2CC(=O)NCc2cccc(Cl)c2)cc(OC)c1 (stereo not drawn)	-12	0.8	-0.1	4
CC1=Nc2cc(C(F)(F)F)ccc2C1(C)C	7	-0.7	0.1	5
CC(=O)N1CCN(c2ccc(OC[C@H]3CO[C@](Cn4ccnc4)(c4ccc(Cl)cc4Cl)O3)cc2)CC1	-5&-3	-0.1&3.0&0.8&-0.8	0.0&0.0&-0.2&-0.1	2&20&-1&15
Cc1cc2c(c(=O)n1CCN(C)C)C(c1cccnc1)C(C#N)=C(N)O2 (stereo not drawn)	10	-0.4	0.2	8
O=C(O)c1cccc(S(=O)(=O)N2CCN(Cc3ccc4c(c3)OCO4)CC2)c1	-1	-1.9	0.1	1
Cc1ccc(OCC(O)CN2CCN(c3ccc(F)cc3)CC2)cc1C (stereo not drawn)	-2	-0.3	-0.1	3
COc1cc(C(C)=O)ccc1OCC(O)CN1CCN(c2cccc(Cl)c2C)CC1 (stereo not drawn)	-12	-2.1	-0.2	-3
COc1ccc2oc(=O)c(-c3csc(Nc4ccc(Cl)cc4Cl)n3)cc2c1	-2	-0.6	0.0	9
CCCc1cc(=O)[nH]c2nnc(SCC(=O)N3CCN(C(=O)OCC)CC3)n12	1	-2.0	-0.1	4
Cc1cc(C)nc(Nc2ccc(NC(=O)C(C)(C)C)cc2)n1	-13	0.3	-0.1	11
CCc1ccc(N2C(=O)c3ccccc3NC2c2ccc(C)cc2)cc1 (stereo not drawn)	-69	-1.0	0.1	9
O=C(N/C(=C\c1ccco1)C(=O)N1CCCC1)c1ccco1	1	-2.2	0.1	13
CCOC(=O)c1ccc(N/C(=N/S(=O)(=O)c2ccccc2)C(F)(F)F)cc1	-8	-1.2	0.3	2

The listing continues:
SMILES	TEAD-YAP inh	GPR151 activ	FBW7 activator	MITF inh
CCCNC(=S)N(CCCN(C)C)Cc1cc2ccc(OC)cc2[nH]c1=O	-15	1.5	-0.2	7
CC(=O)c1sc2c(c1C)c(=O)nc1n2Cc2ccccc2-1	3	-0.4	-0.1	-1
CC(C)(C)NC(=O)CSc1nnc(-c2ccco2)n1Cc1ccco1	-1	0.2	-0.1	12
O=C(c1cc2ccccc2oc1=O)N1CCN(CCc2ccccc2)CC1	13	-0.9	-0.3	0
COc1ccc(-c2nnc3ccc(SCC(=O)N4CCC(C)CC4)nn23)cc1	0	-0.5	-0.2	-2
Cc1ccc(NC(=O)/C(CN(C)C2CCCCC2)=N\O)cc1	-13	0.5	-0.1	2
O=C(Cc1cccc(Cl)c1)Nc1ccc(N2CCC(NCCc3ccncc3)CC2)cc1	5	2.2	0.6	10
CCOc1ccc2nc(NC(=O)C3CCN(c4nccc(C)n4)CC3)sc2c1	-6	0.7	0.0	-6
C=CCN(c1ccccc1)S(=O)(=O)c1ccc(F)c(C(=O)Nc2ccc(Cl)cc2)c1	10	3.0	0.3	21
COc1ccccc1C1CN(CC(=O)N2CCSCC2)Cc2ccccc2O1 (stereo not drawn)	5	-0.6	0.1	10
Cc1ccc(C(=O)O)cc1NS(=O)(=O)c1ccc([N+](=O)[O-])cc1	5	0.7	-0.1	-1
CCc1ccc(-n2cnc3cc(C(=O)NC4CCCC(C)C4C)ccc32)cc1 (stereo not drawn)	-11	-0.1	0.4	7
Clc1ccc(-c2cnc3ccc(NCc4ccccn4)nn23)cc1	7	0.5	-0.6	-10
CC1=C(C(=O)Nc2ccccc2)C(c2ccc(C)o2)n2c(s/c(=C/c3ccc(Cl)cc3)c2=O)=N1 (stereo not drawn)	2	0.6	0.1	2
CC(=O)Nc1cccc(-c2csc(Nc3ccc(F)cc3)n2)c1	-63	0.3	0.0	10
O=C(NC(=S)NCC1CCCO1)c1ccc([N+](=O)[O-])cc1 (stereo not drawn)	-17	-0.6	-0.2	-11
Cc1[nH]c2ccccc2c1SCCNC(=O)c1ccc(S(=O)(=O)N(C)C)cc1	6	-0.9	-0.2	14
CCCCc1ccc(NC(=O)c2ccoc2C)cc1	5	-6.4	0.6	16
C=CCNC(=S)NC1(C)CCS(=O)(=O)C1 (stereo not drawn)	-7	1.0	0.0	-12
CCOc1ccccc1NC(=O)NCc1ccccc1Cl	-6	-1.5	0.1	3
COc1cccc(CN2CCN(Cc3ccccc3[N+](=O)[O-])CC2)c1OC	-6	-0.7	-0.5	61*
O=C(Nc1cccc(-c2cn3cccnc3n2)c1)c1ccccc1[N+](=O)[O-]	-16	-1.0	0.7	13

12 entries already listed, arranged by formula weight, ascending:
SMILES	TEAD-YAP inh	GPR151 activ	FBW7 activator	MITF inh
CCCCc1ccc(NC(=O)c2ccoc2C)cc1	5	-6.4	0.6	16
CC(=O)c1sc2c(c1C)c(=O)nc1n2Cc2ccccc2-1	3	-0.4	-0.1	-1
Cc1ccc(NC(=O)/C(CN(C)C2CCCCC2)=N\O)cc1	-13	0.5	-0.1	2
CC(=O)Nc1cccc(-c2csc(Nc3ccc(F)cc3)n2)c1	-63	0.3	0.0	10
Cc1ccc(C(=O)O)cc1NS(=O)(=O)c1ccc([N+](=O)[O-])cc1	5	0.7	-0.1	-1
O=C(Nc1cccc(-c2cn3cccnc3n2)c1)c1ccccc1[N+](=O)[O-]	-16	-1.0	0.7	13
CC(C)(C)NC(=O)CSc1nnc(-c2ccco2)n1Cc1ccco1	-1	0.2	-0.1	12
COc1cccc(CN2CCN(Cc3ccccc3[N+](=O)[O-])CC2)c1OC	-6	-0.7	-0.5	61*
CCc1ccc(-n2cnc3cc(C(=O)NC4CCCC(C)C4C)ccc32)cc1 (stereo not drawn)	-11	-0.1	0.4	7
COc1ccccc1C1CN(CC(=O)N2CCSCC2)Cc2ccccc2O1 (stereo not drawn)	5	-0.6	0.1	10
Cc1[nH]c2ccccc2c1SCCNC(=O)c1ccc(S(=O)(=O)N(C)C)cc1	6	-0.9	-0.2	14
CC1=C(C(=O)Nc2ccccc2)C(c2ccc(C)o2)n2c(s/c(=C/c3ccc(Cl)cc3)c2=O)=N1 (stereo not drawn)	2	0.6	0.1	2
